Compound activity (PubChem BioAssay)
Pf Dd2 growth: qHTS Primary assay for Inhibitors of Plasmodium falciparum Dd2 growth in vitro; P. falciparum Dd2 growth, SYBR Green, 72 h; Potency, µM (series often up to 28.9 µM), for the others: at the top dose activity, negative = inhibition, most hits filed as inhibitors; actives 4.3% (n = 120,000); AID 1347417, 2020; active means well fitted inhibition curve with a large enough effect; inconclusive means small, poorly fitted or top-dose-only effect; inactive means no such curve, though single readings can be large or run the other way;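 further: plate controls were DMSO vehicle for no effect and reference drug for full effect; nearly all actives have a fitted effect of over 65% in size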
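Readout: SYBR Green fluorescence, 485 nm excitation, 535 nm emission, after ~16 h lysis at 37C. Before that, Dd2-infected red cells (2.5% hematocrit) grew 72 h with compound, 29 uM top final concentration.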
* = called active by the depositor; i = inactive; ? = inconclusive; [ ] = dose if it differs, or a comment. Potency means the concentration at half of the fitted maximal effect. Only part of the results is shown, so the mix of outcomes need not match the whole.

SMILES	Pf Dd2 growth
COc1cc(OC)c(NC(=O)NCc2cccn2Cc2ccccc2)cc1Cl	?
COc1ccc(-c2noc(CNC(=O)c3cc(OC)c(OC)c(OC)c3)n2)cc1	16%
CCOC(=O)c1[nH]c2ccccc2c1NC(=O)c1cc(Cl)ccc1Cl	-2%
O=C(NCc1ccc2nonc2c1)C1NCCc2[nH]cnc21 (stereo unspecified)	-19%
Cc1noc(C)c1-c1cc2c(c(-c3ccc(CO)cc3)c1)C(=O)N(C)C2	?
COc1cc(NC(=O)CN2CCCN(Cc3cccc(F)c3)S2(=O)=O)cc(OC)c1	-4%
COCC1CN(C)CC12CCN(Cc1ccncc1F)CC2 (stereo unspecified)	19%
O=C(Nc1ccc(Cl)cc1F)c1cc(S(=O)(=O)NCc2ccc3c(c2)OCO3)ccc1F	62%[activator]
Cc1nonc1CN1CCN(c2cc(C3CC(N)C3)nc(N)n2)CC1 (stereo unspecified)	-6%
COc1cc(CC(=O)N2Cc3[nH]cnc3CC2C(=O)O)cc(OC)c1OC (stereo unspecified)	9%
CCOc1ccc(NC(c2ccc(Cl)cc2)c2nnc(-c3cccc(F)c3)o2)cc1 (stereo unspecified)	?
COC(=O)c1c(C)oc2ccc(N(C(=O)c3ccncc3)S(=O)(=O)c3ccc(OC)cc3)cc12	-7%
COc1ccc(C(=O)Nc2ccc(-c3nc4ncccc4o3)cc2)cc1	?
Cc1nc([C@@H]2CN(C(=O)C3CC3)C[C@H]2C(N)=O)n[nH]1	10%
COCCn1c(=O)n([C@H]2CCCN(C(=O)c3cnc(C)cn3)C2)c2ncccc21	22%

Taken from the results shown, two compounds:
SMILES	Pf Dd2 growth
Cc1nonc1CN1CCN(c2cc(C3CC(N)C3)nc(N)n2)CC1 (stereo unspecified)	-6%
COc1cc(CC(=O)N2Cc3[nH]cnc3CC2C(=O)O)cc(OC)c1OC (stereo unspecified)	9%

More results:
SMILES	Pf Dd2 growth
O=C(Nc1ccccc1)N1CC(Oc2cccc(-c3nc(-c4ccccc4)no3)c2)C1	22%[5.79 µM]
O=C(Nc1cccc(F)c1)N1Cc2[nH]cnc2C[C@H]1c1nc(-c2ccc(Cl)cc2)no1	i
CC(=O)Nc1ccc(S(=O)(=O)N2CCN3C(=O)CN(C)C(=O)C3C2)cc1 (stereo unspecified)	-13%
Cc1ccc(CNC(=O)c2cc3c(=O)oc4ccc(C)cc4c3s2)cc1	52%[activator]
CCCc1cnc2c(c1SCC(=O)N(C)c1ccccc1)c(=O)n(C)c(=O)n2C	-7%
CCOC(=O)c1c(NC(=O)c2ccc(S(=O)(=O)N(CC(C)C)CC(C)C)cc2)sc2c1CCN(CC)C2	?
CN1CC(=O)N(c2ccccc2)Cc2c1ncnc2N1CCN(c2ccccn2)CC1	10%
O=Cc1ccccc1-c1ccccc1F	1%[44.1 µM]
O=C(Nc1ccc([C@@H](O)[C@H]2COCC(=O)N2Cc2ccccc2F)cc1)c1ccccc1	?
COc1ccccc1OCC(=O)N(Cc1ccc(Cl)cc1)CC1CCCO1 (stereo unspecified)	i
COc1ccc(NC(=O)CCCS(=O)(=O)c2nc(-c3ccc(OC)c(OC)c3)cc(C(F)(F)F)n2)cc1OC	?
Cc1ccc(N(CC(=O)Nc2cccc(Cl)c2C)S(=O)(=O)c2c(C)noc2C)cc1	i
COc1ccc(-c2cn(C[C@H]3C[C@@H]4CCN3C[C@@H]4C(=O)N3CCOCC3)nn2)cc1	-5%[44.1 µM]
CCn1c(=O)c(=O)n(CC)c2cc(N3CCCCC3)c(NC(=O)c3ccc(OC)c(OC)c3)cc21	?
O=C(NCCc1ccccc1)c1ccc(CSc2nc3ccncc3n2Cc2ccc(F)cc2)cc1	7.1µM*

In a second layout: entries from further up
O=C(NCCc1ccccc1)c1ccc(CSc2nc3ccncc3n2Cc2ccc(F)cc2)cc1
  Pf Dd2 growth: 7.1µM*

O=Cc1ccccc1-c1ccccc1F
  Pf Dd2 growth: 1%[44.1 µM]

O=C(Nc1ccccc1)N1CC(Oc2cccc(-c3nc(-c4ccccc4)no3)c2)C1
  Pf Dd2 growth: 22%[5.79 µM]

CC(=O)Nc1ccc(S(=O)(=O)N2CCN3C(=O)CN(C)C(=O)C3C2)cc1 (stereo unspecified)
  Pf Dd2 growth: -13%

(continued)
SMILES	Pf Dd2 growth
O=C(NC1CCCCC1)C1CN(C(=O)c2ccc3c(c2)OCO3)CC12CCOCC2 (stereo unspecified)	3%
O=C1CNc2ccc(C(=O)N3CCn4nc(CO)cc4C3)cc2N1	-15%
Cc1ccc(-c2cc3c(=O)n(CCNC(=O)c4ccc(F)cc4Cl)ccn3n2)cc1C	-11%
CCOc1ccccc1NS(=O)(=O)c1cnc(N)nc1	22%
COc1ccc(C(=O)Oc2c(Sc3ccccc3)c(C)nn2-c2ccccc2)cc1OC	62%[activator]
O=C(CCC[C@@H]1[C@H]2CCCN3CCC[C@@H](CN1C(=O)c1cccc(F)c1)[C@@H]23)NCC1CC1	-29%
COc1ccc(-c2nnc(C[C@@H]3C[C@@H](C(C)C)[C@H](CN4CCN(CCO)CC4)C=C3C)o2)cc1	-33%
O=C1CC2CCN(Cc3c(F)cccc3Cl)CC2CCN1 (stereo unspecified)	17%
COc1cccc([S+](=O)([O-])N2CCCC3(C2)C(=NC2CCCCC2)NC(=O)N3c2cc(F)cc(F)c2)c1 (stereo unspecified)	?
CN(C)C[C@@H]1CN(Cc2ccccc2)C[C@H]1NC(=O)c1ccoc1	i
Cc1cc(C)n(CCc2nc3c4ccccc4nc(N4CCN(c5ccccc5F)CC4)n3n2)n1	39%[activator]
CCN(C(=O)Cn1ncc2c(=O)oc3ccc(C)cc3c21)c1cc(OC)ccc1OC	-18%
Cc1cn2nc(C(=O)NCc3ccc(C(C)C)cc3)cc2c(N2CCSCC2)n1	i
O=C(c1ccccc1)N1CCC2(CC1)C(=NC1CCCC1)NC(=O)N2c1cc(F)cc(F)c1	3%
COc1ccccc1-c1cc(C(F)(F)F)nc(S(=O)(=O)CCCC(=O)Nc2ccc(F)cc2F)n1	8.9µM*
O=C(CNC(=O)c1ccccc1)OCc1cc(=O)n2nc(C3CC3)sc2n1	19%
O=C1CC(c2ccccc2)N(C(=O)CNC(=O)c2n[nH]c3ccccc23)CCCCCCN1 (stereo unspecified)	10µM*
Cc1ccc(N2CCN(C(=O)c3ccc(Nc4nc5ccccc5n5nnnc45)cc3)CC2)c(C)c1	-3%
Cc1ccc(-n2c(C3CCN(C(=O)c4cccc(N(C)C)c4)CC3)n[nH]c2=O)cc1	i
CCOc1ccc(C(=O)c2cn(Cc3ccccc3OC)c3cc4c(cc3c2=O)OCCO4)cc1	-13%
O=C(Cc1ccccc1)Nc1sc2c(c1C(=O)Nc1ccccc1Cl)CCC2	i
O=C(c1ccc(C(F)(F)F)cc1)N1CCC2(CC1)CN[S+](=O)([O-])c1cccnc1O2	1%
COc1ccc(CNC(=O)C2=C(C)C(=O)OC23CCN(C(C)=O)CC3)cc1	34%[activator]
Cc1ccccc1-c1noc(-c2ccc(NCc3cccnc3)c([N+](=O)[O-])c2)n1	i
CC1=C[C@@H](CNC(=O)CC(C)(C)C)[C@H](C(C)C)C[C@H]1CC(=O)NCc1cccnc1	-8%[44.1 µM]
CCn1c(C(=O)N2CCC(C(=O)NCCc3ccc(C)cc3)CC2)cc2sccc21	?
CN1[C@@H](CCC(=O)Nc2ccccc2)CNC(=O)[C@@H]2[C@H]1CCN2CC(C)(C)C	i
CN(CC1CCOC1)S(=O)(=O)c1cccc(Br)c1 (stereo unspecified)	11%[5.79 µM]
CCC(=O)N1CCCC(c2nc(-c3ccc4nc[nH]c4c3)no2)C1 (stereo unspecified)	?
COc1cccc(C(=O)N2CCC[C@H]2c2nc(-c3ccc(C)cc3)no2)c1	i
O=C(CN1C(=O)COc2ccc(S(=O)(=O)N3CCCCCC3)cc21)N1CCN(c2ccc(Cl)cc2)CC1	-17%
O=C1CCN(Cc2ccc(F)cc2F)CCCC(c2nc(-c3cccnc3)no2)CCN1 (stereo unspecified)	?
CC(C)c1ccc(S(=O)(=O)N2CC(c3nc(-c4ccncc4)no3)C2)cc1	?
CCc1cccc(NC(=O)Cn2c(C)ccc(NS(=O)(=O)c3ccc(C)cc3)c2=O)c1	?
O=C1c2c(nc(CNCC3CCCO3)n2Cc2ccccc2)NCCN1CCOc1ccccc1 (stereo unspecified)	i
CCOCCNc1ncnc2c1CN(C1CCNC1)C(=O)CN2C (stereo unspecified)	?
NCC(=O)N1CCC2(CC1)CN([S+](=O)([O-])c1ccccc1)CCO2	19%
Cc1cc(C)c(NC(=O)CSc2nc(=O)n(Cc3ccncc3)c3c2CCC3)c(C)c1	32%[activator]
COc1ccccc1-c1noc(-c2nc(-c3ccc4c(c3)OCO4)no2)n1	26%
COc1ccccc1CN1CCCC(c2nn(-c3ccc(Cl)cc3)c(=O)[nH]2)C1 (stereo unspecified)	?
CCCOc1ccccc1C(=O)N1CCCCC1CCN1CCOCC1 (stereo unspecified)	-23%
CCN1CCN(C(=O)CCC2CCN(Cc3ccc(N(C)C)nc3)CC2)CC1	28%
CC(C)NS(=O)(=O)c1ccc(OCC(=O)N2CCN(c3ccccc3F)CC2)cc1	i
CCNc1cc(N2CCC(CCC(=O)N3CCN(c4ncccn4)CC3)CC2)ncn1	?
COc1ccc(C(=O)NCC2(COc3ccccc3)C[C@@H](O)[C@@H](O)C2)cc1 (stereo partly specified)	i
COc1ccc(CCNC(=O)c2ccc3c(c2)N(Cc2ccccc2F)C(=O)c2ccccc2S3(=O)=O)cc1OC	i
Cc1ccc(C(=O)N(C)C2CCc3nn(CC4CC4)c(=O)n3CC2)s1 (stereo unspecified)	i
O=C(NCc1ccccc1F)c1ccc2c(c1)CN(Cc1cncs1)CCO2	-24%
COc1ccc(CN2CCCC3(C2)C(=NC2CCCC2)NC(=O)N3c2cccnc2)cc1 (stereo unspecified)	?
CCS(=O)(=O)N1CCc2cc(C(=O)NCc3ccccc3OC)ccc21	-10%
CCOc1ccccc1C1NC(=O)N(CC(=O)NCc2cccc(OC)c2)C2=C1C(=O)OC2 (stereo unspecified)	i
O=C1CCN(S(=O)(=O)c2ccc3c(c2)CCC3)CCCC(C(=O)NCc2ccncc2)CCN1 (stereo unspecified)	?
COc1cc(OC)c(NC(=O)Cn2ccn3nc(-c4ccccc4)c(CO)c3c2=O)cc1Cl	i
O=C(Nc1ccccc1)Nc1ccc([C@H]2OCC(=O)N(Cc3ccc(F)cc3)[C@@H]2CO)cc1	i
O=C(N[C@H](c1ccccn1)C1CC(O)C1)c1ccc(Cn2cccn2)o1 (stereo partly specified)	-5%
CCc1ccc(CN2CCc3nc(N4CCN(CC)CC4)ncc3C2)cc1	?
COc1ccc(-c2nc3sc(CCNC(=O)c4ccccc4C)c(C)n3n2)cc1	?
O=S(=O)(c1ccccc1)n1nc(-c2ccc(Cl)cc2)nc1NCc1ccccc1	?
CC(=O)N1c2ccccc2C(=O)C1N1CCN(c2ccc(Cl)cc2)CC1 (stereo unspecified)	25%
COc1cc(NC(=O)C(NS(=O)(=O)c2ccc3c(c2)CCCC(=O)N3)C(C)C)cc(OC)c1 (stereo unspecified)	10%

New compounds follow.
SMILES	Pf Dd2 growth
Cc1cc(C)c(NC(=O)Cn2c(=O)n(-c3ccc(F)cc3)c(=O)c3c2cc(C)n3C)c(C)c1	-6%
O=C(c1cccs1)N1CCCc2cc(NS(=O)(=O)c3ccc(F)cc3)ccc21	19%
COc1cc(NC(=O)CN2CCCN(S(=O)(=O)c3ccc(F)cc3)CC2)cc(OC)c1	?
CC(=O)N1CCC(c2noc(-c3ccccn3)n2)C1 (stereo unspecified)	i[5.79 µM]
C[C@@H]1C(=O)O[C@H]2[C@H]1CC[C@@]1(C)Cc3sc(NS(=O)(=O)c4ccc(F)c(Cl)c4)nc3[C@@H](C)[C@H]21	-13%
CCCN(C(=O)Cn1cnc2sc(C)c(S(=O)(=O)N3CCN(c4ncccn4)CC3)c2c1=O)c1cccc(C)c1	-11%
CCOC(=O)c1ccc(Nc2nc(C(=O)OCC)nc3ccccc23)cc1	i
CCOC(=O)C1CCN(c2nc(-c3ccc(Br)cc3)nc3ccccc23)CC1	16%
Cc1cccc(OCCc2noc(C3CCCN(C(=O)C(C)C)C3)n2)c1 (stereo unspecified)	-27%
O=C1CN(Cc2ccc(-c3cncnc3)cc2)CCN1c1nccc(Cl)n1	?
Cc1cccc(-n2c(/C=C/c3ccccc3O)nc3ccccc3c2=O)c1	?
COc1ccc(S(=O)(=O)N2CCC(c3noc(-c4ccccn4)n3)C2)cc1 (stereo unspecified)	16%[5.79 µM]
CCOC(=O)c1sc2ccccc2c1S(=O)(=O)Nc1ccc(C(C)=O)cc1	47%[activator]
COCC(=O)NC[C@@H]1CC[C@H]2C[C@@H]1C2(C)C	-4%[44.1 µM]
C#CCNC(=O)C1CN(c2ccc(F)cc2)C(=O)N1 (stereo unspecified)	23%[44.1 µM]
